A3A deaminase = inhibitors of human APOBEC3A DNA deaminase. P31941. recombinant A3A, FAM/TAMRA ssDNA deamination fluorescence. inhibition, % at 20 µM. actives 0.41% (n = 330,000). AID 493011;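 active = at least 40% inhibition at 20 µM here, with at most 30% in a related deaminase screen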;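 also: plate controls were A3A with DMSO for no effect and wells lacking A3A enzyme for full effect; some results filed as inactive read as strong as hits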
Target sequence (P31941 whole entry, looked up): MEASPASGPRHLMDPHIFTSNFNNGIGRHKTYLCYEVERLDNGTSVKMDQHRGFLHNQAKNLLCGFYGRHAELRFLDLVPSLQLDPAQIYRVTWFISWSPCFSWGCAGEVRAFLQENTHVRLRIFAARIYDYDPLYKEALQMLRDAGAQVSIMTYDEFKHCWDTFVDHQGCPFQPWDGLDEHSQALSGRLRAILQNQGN
MPTP inh = blocks calcium-induced mitochondrial swelling; isolated mouse mitochondria, Ca2+ swelling absorbance, 30 min; inhibition, % at 10 µM; actives 1.4% (n = 360,000);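 active = inhibition of 50% or more, scaled per plate between neutral and stimulator controls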;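 also: 0% = DMSO wells given calcium and 100% = 1 mM EGTA wells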
APOBEC3G inh = blocks human APOBEC3G single-stranded DNA deamination; recombinant A3G, ssDNA deamination FAM/TAMRA fluorescence; inhibition, % at 20 µM; actives 0.28% (n = 330,000); AID 493012;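 active = inhibition of at least 40% at 20 µM, with no more than 30% in the related APOBEC3A deaminase screen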;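 also: plate controls were DMSO wells with A3G for no effect and wells lacking A3G enzyme for full effect; some compounds called inactive have numbers as strong as hits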
Target sequence (Q9HC16 whole entry, looked up): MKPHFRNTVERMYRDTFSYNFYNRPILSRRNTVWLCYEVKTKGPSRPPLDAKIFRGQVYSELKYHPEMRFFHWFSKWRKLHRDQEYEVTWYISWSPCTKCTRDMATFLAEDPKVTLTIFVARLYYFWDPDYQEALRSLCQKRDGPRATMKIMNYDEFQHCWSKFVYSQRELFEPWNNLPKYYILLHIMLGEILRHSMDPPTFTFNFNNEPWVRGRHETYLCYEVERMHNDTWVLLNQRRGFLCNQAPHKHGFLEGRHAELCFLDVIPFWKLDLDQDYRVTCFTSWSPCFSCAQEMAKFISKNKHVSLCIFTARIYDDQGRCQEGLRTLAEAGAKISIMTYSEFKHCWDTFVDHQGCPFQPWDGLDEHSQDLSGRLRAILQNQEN
EBI2 antag = blocks human EBI2 receptor beta-arrestin signaling; P32249; EBI2 beta-arrestin recruitment, luminescence, 7a,25-OHC stimulated; inhibition, % at 5 µM; actives 0.81% (n = 360,000); AID 651636; in the data active = inhibition above about 38%;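 also: enzyme fragment complementation signal reports receptor beta-arrestin coupling in cells; 0% = agonist plus DMSO wells and 100% = wells without agonist; some results beyond the cut were filed as inactive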
GRIN3A LBD mod = modulates the human NR3A ligand-binding domain | NR3A LBD differential scanning fluorimetry, Tm shift; 0% = protein alone, 100% = glycine-bound protein | Tm shift relative to glycine control, % at 25 µM | actives 2.5% (n = 340,000) | AID 1259313;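 active = melting temperature shift of at least 10% of the positive control shift, at one fixed dose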
Gli-Sufu antag = Gli-Sufu pathway antagonism; Sufu-KO-LIGHT fibroblasts, Gli luciferase reporter luminescence; inhibition, % at 5 µM; actives 0.74% (n = 340,000); AID 588413;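 active = inhibition above about 55%, limit read from the data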;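 also: 0% = DMSO-treated cells and 100% = wells with medium but no cells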
CCR6 antag = antagonists of human CCR6 receptor | P51684 | CHO-K1 CCR6 PathHunter beta-arrestin, luminescence, CCL20-stimulated | inhibition, % at 20 µM | actives 0.49% (n = 340,000) | AID 493098;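 active = compounds whose inhibition of the agonist-driven luminescence signal at 20 µM reaches about 50%, limit read from the data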;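 also: cells stimulated with CCL20 at 14 nM final; plate controls were DMSO with CCL20 for no effect and DMSO without agonist for full effect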
Target sequence (P51684 whole entry, looked up): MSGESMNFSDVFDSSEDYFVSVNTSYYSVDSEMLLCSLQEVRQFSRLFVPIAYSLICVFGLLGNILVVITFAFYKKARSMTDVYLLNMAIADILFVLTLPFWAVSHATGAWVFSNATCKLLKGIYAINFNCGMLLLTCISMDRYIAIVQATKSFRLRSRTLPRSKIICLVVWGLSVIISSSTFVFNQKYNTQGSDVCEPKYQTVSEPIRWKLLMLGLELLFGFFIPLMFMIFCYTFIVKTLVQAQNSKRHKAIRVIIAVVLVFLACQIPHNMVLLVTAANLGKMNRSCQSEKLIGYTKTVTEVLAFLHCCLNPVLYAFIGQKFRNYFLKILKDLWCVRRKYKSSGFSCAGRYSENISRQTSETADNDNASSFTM
CXCR6 inh = inhibitors of human CXCR6 receptor. O00574. CHO-K1 PathHunter CXCR6 beta-arrestin, luminescence. inhibition, % at 20 µM. actives 0.36% (n = 360,000). AID 602244; in the data active = inhibition above about 34%, passing the limit was not always enough;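 also: antagonist mode with CXCL16 agonist at 10 nM final; 0% = 10 nM CXCL16 with DMSO and 100% = unstimulated wells without agonist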
Starred values were filed as active, the others as inactive; x = no result given.

no.	Structure	A3A deaminase	MPTP inh	APOBEC3G inh	EBI2 antag
1	COc1ccccc1NC(=O)c1ccccc1S(=O)(=O)c1ccc([N+](=O)[O-])cc1	-5	0.4	-11	-22
2	CC1=NN(c2nc(-c3ccc(C)cc3)cs2)C(=O)C1N=Nc1cccc(C)c1 (centres undefined)	1	12	-5	17
3	CCOc1ccc(C(=O)N/N=C/c2cc(Cl)ccc2[N+](=O)[O-])cc1	25	0.2	1	-7
4	CC(N)C12CC3CC(CC(O)(C3)C1)C2 (centres undefined)	-1	-0.8	-7	-5
5	O=C(CSc1nc2ccccc2c(=O)n1-c1ccccc1)N1CCCC1	-3	1.3	-5	-11
6	CC(Oc1ccc2ccc(=O)oc2c1)C(=O)c1ccccc1 (centres undefined)	0	-0.4	1	-7
7	C[C@]12C=CC(=O)C=C1CCC1C2CC[C@@]2(C)C1CCC21OCCO1 (some centres undefined)	-2	2.3	-2	0
8	CCOc1cc(C(=O)NC)cc(Br)c1OCc1ccccc1	1	0.6	-15	3
9	COc1ccc2ccc(=O)oc2c1CC(=O)C(C)C	0	0.6	-5	-1
10	CCCCNC(=O)c1cc2nc(-c3ccccc3)cc(C(F)(F)F)n2n1	3	-0.5	0	2

no.	GRIN3A LBD mod	Gli-Sufu antag	CCR6 antag	CXCR6 inh
1	3	6	-9	-15
2	-5	-32	36	15
3	2	-2	9	24
4	-1	-1	10	1
5	-2	6	1	3
6	-1	-4	11	-6
7	1	9	11	-1
8	1	-20	5	2
9	1	0	-5	5
10	2	3	0	-1

Next section.
no.	Structure	A3A deaminase	MPTP inh	APOBEC3G inh	EBI2 antag
11	COc1ccc(C(C)=O)cc1COC(=O)c1ccc2ccccc2n1	-3	0.1	-5	-8
12	CCCCOC(=O)c1ccc(NC(=O)CSc2nncn2C)cc1	-6	0.1	-4	-6
13	COc1ccc(CC(=O)N2CCOCC2)cc1	-1	0.4	0	3
14	COc1ccc(C2CC(c3ccc(OC)cc3)n3nc(NS(C)(=O)=O)nc3N2)cc1 (centres undefined)	-5	0.5	13	-5
15	COc1cc(C(=O)NNC2=NC(C)(C)Cc3cc(C)c(C)cc32)cc(OC)c1OC	1	-0.1	-3	-23
16	CSc1nc(N)nc2c1ncn2CC(=O)N[C@H](CO)Cc1c[nH]c2ccccc12	-8	-0.6	-8	-8
17	CC(C(=O)NC1CCCCCC1)N(c1ccccc1)S(C)(=O)=O (centres undefined)	-2	-0.1	-5	1
18	Cc1ccc(OCC(=O)NNC(=O)c2cc(C)[nH]n2)cc1	1	-1.7	2	-10
19	C/C(=N\N1CCN(c2ccccc2)CC1)c1ccco1	-3	0.8	-4	-1
20	COc1cccc(NC(=S)NC(=O)c2cccnc2)c1	-1	-1.5	-6	8

no.	GRIN3A LBD mod	Gli-Sufu antag	CCR6 antag	CXCR6 inh
11	-1	-2	12	-3
12	-1	-22	9	2
13	-1	0	1	10
14	-1	2	1	1
15	0	17	24	26
16	4	9	-15	-6
17	-1	5	20	2
18	1	-1	10	12
19	-3	-16	-2	9
20	2	5	33	22

Quoted from the listing.
Under CXCR6 inh, #17 has 2
Under CCR6 antag, #16 has -15
Under CXCR6 inh, #15 has 26

The results go on.
no.	Structure	A3A deaminase	MPTP inh	APOBEC3G inh	EBI2 antag
21	COc1ccc(-c2nnsc2N2C(=O)c3ccccc3C2=O)cc1	-3	2.5	-4	7
22	Cc1cc[n+](CC(=O)Nc2ccccc2)cc1	-8	-1.6	-2	-1
23	Cn1cc(CN2CCN(CCO)CC2)c(-c2ccc(Oc3ccccc3)cc2)n1	2	20	-10	-4
24	O=C(CCCCn1ccc(=O)[nH]c1=O)Nc1ccc(O)c(C(=O)O)c1	x	-1.4	x	2
25	CCOc1cc(/C=N/Nc2cccc(C(=O)O)c2)ccc1OCC(=O)N1CCCCC1	0	-0.2	-4	-12
26	CCC(C)NC(=O)C1CCCN(S(=O)(=O)c2ccc3c(c2)CC(C)N3C(C)=O)C1 (centres undefined)	-3	0.4	-10	-1
27	Cc1cccc(NC(=O)CCOc2ccccc2)c1C	-3	0.4	-6	-6
28	Cc1cc(C(=O)CN2C(=O)C(=O)N(C3CCCC3)C2=O)c(C)n1CCc1ccccc1	-3	-1.2	-10	-9
29	CS(=O)(=O)c1ccc(-c2nnc(NC(=O)c3ccc(S(=O)(=O)N4CCCC4)cc3)o2)cc1	-2	-2.0	-5	4
30	COc1ccccc1NC(=O)CSc1n[nH]c(-c2cccnc2)n1	1	0.0	-12	0

no.	GRIN3A LBD mod	Gli-Sufu antag	CCR6 antag	CXCR6 inh
21	0	3	3	-19
22	0	10	-4	3
23	-2	21	2	-1
24	-2	5	-6	4
25	1	-29	3	-20
26	-1	8	4	-5
27	-1	38	12	4
28	2	6	11	-4
29	0	-8	7	-3
30	-1	28	2	-3

A draw from above in order of formula weight, high to low.
no.	Structure	A3A deaminase	MPTP inh	APOBEC3G inh	EBI2 antag
25	CCOc1cc(/C=N/Nc2cccc(C(=O)O)c2)ccc1OCC(=O)N1CCCCC1	0	-0.2	-4	-12
26	CCC(C)NC(=O)C1CCCN(S(=O)(=O)c2ccc3c(c2)CC(C)N3C(C)=O)C1 (centres undefined)	-3	0.4	-10	-1
2	CC1=NN(c2nc(-c3ccc(C)cc3)cs2)C(=O)C1N=Nc1cccc(C)c1 (centres undefined)	1	12	-5	17
6	CC(Oc1ccc2ccc(=O)oc2c1)C(=O)c1ccccc1 (centres undefined)	0	-0.4	1	-7
19	C/C(=N\N1CCN(c2ccccc2)CC1)c1ccco1	-3	0.8	-4	-1
13	COc1ccc(CC(=O)N2CCOCC2)cc1	-1	0.4	0	3

no.	GRIN3A LBD mod	Gli-Sufu antag	CCR6 antag	CXCR6 inh
25	1	-29	3	-20
26	-1	8	4	-5
2	-5	-32	36	15
6	-1	-4	11	-6
19	-3	-16	-2	9
13	-1	0	1	10

The list continues:
no.	Structure	A3A deaminase	MPTP inh	APOBEC3G inh	EBI2 antag
31	Cc1csc2nc(COC(=O)CNC(=O)c3ccc(Cl)cc3)cc(=O)n12	-4	-0.1	-5	-4
32	C(=N\Nc1nn2cnnc2c2ccccc12)/c1ccco1	1	0.3	-7	6
33	CCOC(=O)C1CCCCN1C(=O)CCc1nnc(-c2ccc3c(c2)OCO3)o1 (centres undefined)	-1	-1.9	-9	-5
34	Cc1cc(NC(=O)COC(=O)CCNS(=O)(=O)c2cccc(C(F)(F)F)c2)no1	0	0.4	-3	0
35	CCN(CC)c1ccc(S(=O)(=O)N2CCCCC2)cc1NC(=O)C1CCC1	4	0.2	-2	5
36	CCc1cccc(CC)c1NC(=O)CN1C2CCCC1CC(NC(=O)Nc1cccc(OC)c1)C2 (centres undefined)	-6	3.3	-11	8
37	COC(=O)N1C(=O)[C@](c2ccccc2)(C(C)C)N1C(=O)OC	-2	-0.7	-9	-27
38	CCOC(=O)/C(C(=O)Nc1ccccc1Cl)=C1/NC(C)(C)Cc2ccccc21	-3	2.8	-3	7
39	CN1CCN(C(=O)c2ccc(CN3CCOCC3)cc2)CC1	-3	0.6	-3	-3
40	Cc1ccc(NC(=O)c2ccc([N+](=O)[O-])o2)c(C)c1	-2	1.1	-8	-4

no.	GRIN3A LBD mod	Gli-Sufu antag	CCR6 antag	CXCR6 inh
31	1	-6	4	12
32	-1	-2	5	-2
33	1	-4	-16	-5
34	-2	-4	4	-6
35	2	5	24	7
36	-7	-20	5	4
37	-1	-2	5	4
38	-28	-2	29	6
39	0	-2	-8	6
40	0	-8	-16	-28

(list continues)
no.	Structure	A3A deaminase	MPTP inh	APOBEC3G inh	EBI2 antag
41	COc1ccc(S(=O)(=O)Nc2cccc3c2O[C@H](CN(C)Cc2ccncc2)[C@@H](C)CN([C@H](C)CO)C3=O)cc1	0	-0.7	-2	-7
42	O=C1C=C(c2ccccc2)C(O)(c2ccccc2)C1 (centres undefined)	-1	2.1	-3	3
43	O=C(N/N=C/c1cccnc1)c1ccc(NC(=O)c2cccc(Cl)c2)cc1	1	1.9	-1	-9
44	CC(=O)NC(C(=O)OCC(=O)N(c1ccccc1)c1ccccc1)C(C)C (centres undefined)	5	-0.8	-6	-2
45	Cc1occc1C(=O)NNC(=O)CN1C(=O)NC2(CCCCC2)C1=O	0	-0.5	2	-6
46	O=C(Oc1ccccc1)c1cccc2cccnc12	-3	-4.8	-6	-2
47	O=C(c1cc(C2CC2)on1)N1CCN(c2ccc(F)cc2)CC1	0	0.7	-7	-2
48	CN(Cc1cccs1)C(=O)CN1C(=O)c2ccccc2S1(=O)=O	-5	-0.3	-10	10
49	CCOc1ccccc1Nc1nnc(SCC(=O)Nc2nc(-c3ccc(OC)cc3)cs2)s1	4	0.4	10	-5
50	CCOc1[nH]n(-c2ccccc2)c(=O)c1C=Nc1ccccc1	-3	-0.6	-6	2

no.	GRIN3A LBD mod	Gli-Sufu antag	CCR6 antag	CXCR6 inh
41	1	-3	3	-3
42	0	11	2	2
43	12*	1	1	-2
44	0	2	8	-5
45	-3	-5	2	-5
46	1	-2	-7	2
47	0	-6	8	-2
48	0	-5	5	-7
49	0	-7	-6	-8
50	-3	-6	9	7

Continued.
no.	Structure	A3A deaminase	MPTP inh	APOBEC3G inh	EBI2 antag
51	N#Cc1ccsc1NC(=O)CN1CCN(c2ccccn2)CC1	-1	1.6	-6	1
52	O=C(Nc1cccc2ccccc12)N1CCCN(c2c(Cl)cncc2Cl)CC1	-3	0.4	-7	21
53	CC1=C(C)CC(C(=O)Nc2ccc(C(=O)N3CCOCC3)cc2)C(C(=O)O)C1 (centres undefined)	0	-0.2	-6	2
54	COc1ccc(C2C(C(=O)NC(C)C)c3ccccc3C(=O)N2C)cc1OC (centres undefined)	-2	0.2	-5	-12
55	O=C(CSc1nc2[nH]ncc2c(=O)[nH]1)NCc1ccccc1	-3	0.6	-9	-7
56	COc1cccc(/C=C2/NC(=O)N(CC(=O)Nc3ccc(C)cc3)C2=O)c1OCc1cccc(C(=O)O)c1	-1	-0.8	-6	3
57	CC(C)c1cc(C(=O)Nc2cccc(Cl)c2)no1	-1	-0.9	-7	0
58	CSc1ccccc1NC(=O)COC(=O)Cc1cccs1	2	-1.5	-6	-7
59	COc1cc(OC)nc(Oc2ccccc2C=O)n1	x	-0.1	x	3
60	CCOCCCNC(=O)c1cn(CC)c2ccc(S(=O)(=O)N(C)C3CCCCC3)cc2c1=O	7	-0.8	-6	1

no.	GRIN3A LBD mod	Gli-Sufu antag	CCR6 antag	CXCR6 inh
51	1	-6	-5	9
52	-5	4	13	2
53	-5	9	-12	-2
54	4	7	-8	3
55	4	3	-2	-6
56	1	-10	7	4
57	-4	-49	9	-4
58	-1	-7	11	-4
59	0	5	2	-3
60	1	6	6	8

Remaining list, next part.
no.	Structure	A3A deaminase	MPTP inh	APOBEC3G inh	EBI2 antag
61	Cc1cc(Nc2cccc(C)c2C)n2nc(C)nc2n1	-3	-1.3	-3	-6
62	C/C(=N\NC(=O)CNC(=O)c1ccc2c(c1)OCO2)c1ccco1	-1	2.6	-5	1
63	Nc1c(C(=O)NCCC2=CCCCC2)sc2ccc(S(=O)(=O)N3CCCCC3)cc12	2	3.5	-2	4
64	Fc1c(F)c(F)c(N=Cc2ccc3ncccc3c2)c(F)c1F	2	-3.4	1	-15
65	COc1ccccc1C(=O)Nc1ccc2c(c1)CN(C(=O)CSC)CC2	-2	-0.5	-8	-5
66	Cc1cccc(C(=O)Nc2ncc(CN3CCOCC3)s2)c1	0	-0.8	-3	-11
67	COc1ccc(C(=O)c2c(C)oc3cc([N+](=O)[O-])c(O)c([N+](=O)[O-])c23)cc1	2	3.3	-3	5
68	Cc1noc(C)c1COc1ccc(C(=O)OCC(=O)Nc2ccc3ccccc3c2)cc1	2	7.3	-4	30

no.	GRIN3A LBD mod	Gli-Sufu antag	CCR6 antag	CXCR6 inh
61	-2	1	4	3
62	0	-7	0	6
63	-1	-4	24	-2
64	1	-7	-1	-1
65	-3	-24	3	2
66	1	0	-3	14
67	-1	-16	32	30
68	0	-5	-24	3

Screening results from PubChem.
